KCNQ1 pot = potentiators or activators of human KCNQ1 potassium channel; CHO-K1 KCNQ1, thallium flux FluxOR fluorescence; active compounds read high; B-score at 10 µM; actives 0.35% (n = 310,000); AID 2648;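 active = fluorescence ratio B-score, a plate-corrected score, at least three library SD, with initial intensity B-score within 5 SD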
Target sequence (P51787 whole entry, looked up): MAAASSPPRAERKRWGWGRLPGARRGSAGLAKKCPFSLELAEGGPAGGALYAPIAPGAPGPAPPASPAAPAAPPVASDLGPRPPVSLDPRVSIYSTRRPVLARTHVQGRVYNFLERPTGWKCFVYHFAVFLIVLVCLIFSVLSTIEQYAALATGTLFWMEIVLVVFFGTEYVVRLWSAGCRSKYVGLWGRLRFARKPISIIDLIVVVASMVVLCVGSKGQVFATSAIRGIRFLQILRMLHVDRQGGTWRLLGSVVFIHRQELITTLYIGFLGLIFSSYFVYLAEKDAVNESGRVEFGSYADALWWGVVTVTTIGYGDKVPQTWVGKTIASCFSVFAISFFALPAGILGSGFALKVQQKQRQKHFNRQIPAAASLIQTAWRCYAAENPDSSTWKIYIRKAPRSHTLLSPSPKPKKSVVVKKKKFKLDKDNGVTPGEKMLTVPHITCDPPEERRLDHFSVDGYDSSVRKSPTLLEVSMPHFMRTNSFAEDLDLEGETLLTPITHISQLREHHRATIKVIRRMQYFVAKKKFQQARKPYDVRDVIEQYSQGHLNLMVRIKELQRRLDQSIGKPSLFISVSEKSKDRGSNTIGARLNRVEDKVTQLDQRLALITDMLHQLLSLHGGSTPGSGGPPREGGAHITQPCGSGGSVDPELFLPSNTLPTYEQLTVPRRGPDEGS
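Medium – assay buffer, equal DMSO in all wells · Material – CHO-K1 cell line with stable KCNQ1 potassium channel expression · Signal – kinetic FluxOR thallium fluorescence, 10-s 1-Hz baseline, 110-s post-stimulus read · Compound – single concentration per compound, DMSO matched to controls · Schedule – 37 °C overnight plating, 90-min dark dye load, 20-min compound pretreatment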
KCNK3 inh = human KCNK3 channel inhibition, primary screen; O14649; CHO-KCNK3 thallium flux, FluxOR fluorescence; active compounds read low; B-score at 10 µM; actives 0.84% (n = 340,000); AID 602410;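 active = B-score under library mean minus 4 SD, starting fluorescence ratio at most library mean plus 5 SD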;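 also: more negative B-score means stronger inhibition of thallium flux through KCNK3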
Target sequence (O14649 whole entry, looked up): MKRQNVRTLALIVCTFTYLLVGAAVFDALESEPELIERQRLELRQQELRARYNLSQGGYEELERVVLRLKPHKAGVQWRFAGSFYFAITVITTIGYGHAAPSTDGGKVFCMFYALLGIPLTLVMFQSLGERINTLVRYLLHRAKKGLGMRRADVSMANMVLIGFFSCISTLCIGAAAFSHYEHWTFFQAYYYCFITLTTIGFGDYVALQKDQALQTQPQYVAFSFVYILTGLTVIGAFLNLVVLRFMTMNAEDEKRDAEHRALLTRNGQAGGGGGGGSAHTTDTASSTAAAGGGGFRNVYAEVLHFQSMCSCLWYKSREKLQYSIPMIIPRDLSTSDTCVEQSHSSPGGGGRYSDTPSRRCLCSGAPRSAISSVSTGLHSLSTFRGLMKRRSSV
MrgX1 allo act = human MrgX1 positive allosteric modulation, primary screen. MrgX1-HEK293, Fluo-4 calcium flux, FDSS; active compounds read high. B-score at 10 µM. actives 0.63% (n = 310,000). AID 588675;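 active = plate-corrected calcium response at least 3 library SD above typical, normal starting fluorescence, not activating the receptor alone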;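 also: compound read alongside a low EC10 to EC30 dose of BAM8-22 agonist; peak minus trough fluorescence over baseline measured at the second addition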
hERG rescue = shields human hERG channel from block by proarrhythmic agents; Q12809; CHO-hERG, FluxOR thallium flux, dofetilide IC70 present; activation (rescue from dofetilide block), less the hit threshold, % at 10 µM; actives 0.51% (n = 310,000);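 active = activation above the mean of controls blocked by dofetilide plus 5 SD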;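 also: thallium influx through hERG after potassium depolarization seen as dye fluorescence rise; in these data hits start at about 4.7%; inactives centre near -7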
RGS4 inh = human RGS4 inhibition | HEK293 M3R/RGS4 inducible, Fluo-4 calcium flux; active compounds read high; triggered by carbachol at its EC20 | B-score at 10 µM | actives 0.45% (n = 310,000) | AID 463165;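 active = B-score, a plate-corrected calcium signal, over three deviations above library mean, with baseline fluorescence within five deviations of library mean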;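 also: RGS4 expression induced by doxycycline in cells with stable M3 receptor; B-score is computed from the integrated fluorescence ratio over baseline after carbachol; higher B-score means a larger calcium signal and so more RGS4 inhibition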
KCNQ1 block = inhibitors of human KCNQ1 potassium channel; actives 1.3% (n = 310,000); B-score at 10 µM; CHO-K1 KCNQ1, FluxOR thallium flux fluorescence; active compounds read high;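 active = compounds whose thallium flux B-score, printed positive for inhibition, exceeds three library SD while starting fluorescence stays within three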;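 also: channel opened by potassium depolarization with thallium stimulus after 20 min compound exposure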
TMEM16A act = activates or potentiates the mouse TMEM16A chloride channel | AID 623877 | actives 0.3% (n = 340,000) | HEK293 TMEM16A/YFP-H148Q/I152L, iodide quench fluorescence; active compounds read low | B-score at 10 µM | Q8BHY3;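 active = fluorescence-ratio B-score plate-corrected deviation score at least 3 library SD below zero, with starting fluorescence score within 5 deviations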;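 also: channel opened by trigger with iodide after compound preincubation; score built on the fluorescence ratio of max minus min over baseline; more negative score means more quench and so TMEM16A activation or potentiation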
RGS4 act = potentiators or activators of RGS4; B-score at 10 µM; AID 463111; actives 0.92% (n = 310,000); HEK293 M3R/inducible RGS4, carbachol calcium flux Fluo4; active compounds read low;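 active = B-score of the integrated calcium signal more than 4 SD below the library mean, with starting fluorescence not abnormally high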;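 also: negative B-score means reduced calcium response which marks RGS4 activation or potentiation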
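test system = HEK293 cells with stable M3R and inducible RGS4 | schedule = recording 10 s baseline at 1 Hz, 100 s post-agonist | technique = Fluo4-AM (2 µM) calcium-flux fluorescence, kinetic read | measure = Agonist-evoked peak-minus-minimum fluorescence over baseline, integrated ratio, B score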
MrgX1 ag = human MrgX1 receptor agonism, primary screen. B-score at 10 µM. Q96LB2. MrgX1-HEK293 cells, Fluo-4 calcium fluorescence, agonist mode; active compounds read high. actives 0.44% (n = 310,000). AID 588627;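 active = calcium response B-score plate-corrected fluorescence ratio at least 3 library SD, with starting fluorescence B-score inside 5 SD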
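Assay system: MrgX1-expressing HEK293 cells / Amount: fifteen thousand cells per well / Doses: test compound in the initial addition of three / Timing: cells plated overnight, dye loaded 0.5 h 37 °C, 0.5 h room temperature / Technique: kinetic calcium dye fluorescence, Fluo-4 NW / Control set: positive and negative controls per plate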
ANO1 block = mouse TMEM16A channel inhibition, primary screen; Q8BHY3; HEK293 TMEM16A/YFP iodide influx fluorescence, ionomycin; normalized B-score (activity score, 25-100; higher = stronger inhibition) at 10 µM; actives 1.2% (n = 310,000); AID 588511;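 active = ratio plate-corrected score three or more library SD toward inhibition, starting fluorescence score within five deviations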;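 also: score derived from kinetic fluorescence span divided by baseline fluorescence per well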
KCNK9 inh = blocks the human KCNK9 two-pore domain potassium channel. Q9NPC2. HEK293 KCNK9, FluxOR thallium flux fluorescence; active compounds read low. B-score at 10 µM. actives 1.2% (n = 310,000);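 active = ratio B-score over 3 SD below the library mean, with starting fluorescence within 5 SD of its mean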;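 also: negative B-score means less thallium flux so channel inhibition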
* = called active by the depositor.

What do the screens show for `COc1ccc(CCNC(=O)C(=O)NCC2OCCN2S(=O)(=O)c2cccs2)cc1OC` (stereo not drawn)?
KCNQ1 pot: inactive; KCNK3 inh: inactive; MrgX1 allo act: inactive; hERG rescue: -11; RGS4 inh: inactive; KCNQ1 block: inactive; TMEM16A act: inactive; RGS4 act: inactive; MrgX1 ag: inactive; ANO1 block: inactive; KCNK9 inh: inactive

How did FC(F)(F)c1ccc(N2CCN(c3cc(-c4ccccc4)nc4ncnn34)CC2)nc1 do in these assays?
KCNQ1 pot: inactive; KCNK3 inh: inactive; MrgX1 allo act: inactive; hERG rescue: -8; RGS4 inh: inactive; KCNQ1 block: inactive; TMEM16A act: inactive; RGS4 act: inactive; MrgX1 ag: inactive; ANO1 block: 100*; KCNK9 inh: inactive

Results for Cc1cc(C)c2c(n1)sc1c(N3CCCCC3)ncnc12 ?
KCNQ1 pot: inactive; KCNK3 inh: inactive; MrgX1 allo act: inactive; hERG rescue: -5; RGS4 inh: inactive; KCNQ1 block: inactive; TMEM16A act: inactive; RGS4 act: inactive; MrgX1 ag: inactive; ANO1 block: inactive; KCNK9 inh: inactive

How did O=S(=O)(c1cccc(C(F)(F)F)c1)N1CCN(C(=S)NCc2ccco2)CC1 do in these assays?
KCNQ1 pot: inactive; KCNK3 inh: inactive; MrgX1 allo act: inactive; hERG rescue: -6; RGS4 inh: inactive; KCNQ1 block: inactive; TMEM16A act: inactive; RGS4 act: inactive; MrgX1 ag: inactive; ANO1 block: inactive; KCNK9 inh: inactive

What do the screens show for `O=C(NCc1cccnc1)C(=O)C1C(=O)Nc2ccccc21` (stereo not drawn)?
KCNQ1 pot: inactive; KCNK3 inh: inactive; MrgX1 allo act: inactive; hERG rescue: -10; RGS4 inh: inactive; KCNQ1 block: inactive; TMEM16A act: inactive; RGS4 act: inactive; MrgX1 ag: inactive; ANO1 block: inactive; KCNK9 inh: inactive

How did CCSc1sc(CC)cc1C=O do in these assays?
KCNQ1 pot: inactive; KCNK3 inh: inactive; MrgX1 allo act: inactive; hERG rescue: -4; RGS4 inh: inactive; KCNQ1 block: inactive; TMEM16A act: inactive; RGS4 act: inactive; MrgX1 ag: inactive; ANO1 block: inactive; KCNK9 inh: inactive

What do the screens show for `CCOc1ccc(NC(=S)NC23CN4CN(CN(C4)C2)C3)cc1`?
KCNQ1 pot: inactive; KCNK3 inh: inactive; MrgX1 allo act: inactive; hERG rescue: -16; RGS4 inh: inactive; KCNQ1 block: inactive; TMEM16A act: inactive; RGS4 act: inactive; MrgX1 ag: inactive; ANO1 block: inactive; KCNK9 inh: inactive

How did CCOC(=O)c1oc2ccccc2c1CN1CCN(c2ccccc2)CC1 do in these assays?
KCNQ1 pot: inactive; KCNK3 inh: inactive; MrgX1 allo act: inactive; hERG rescue: -8; RGS4 inh: inactive; KCNQ1 block: inactive; TMEM16A act: inactive; RGS4 act: inactive; MrgX1 ag: inactive; ANO1 block: inactive; KCNK9 inh: inactive

What do the screens show for `Cc1cc(C)cc(N2C(=O)CC(n3nc(C)cc3C)C2=O)c1` (stereo not drawn)?
KCNQ1 pot: inactive; KCNK3 inh: inactive; MrgX1 allo act: inactive; hERG rescue: -4; RGS4 inh: inactive; KCNQ1 block: inactive; TMEM16A act: inactive; RGS4 act: inactive; MrgX1 ag: inactive; ANO1 block: inactive; KCNK9 inh: inactive

Results for S=c1[nH]nc(-c2ccc(Cl)cc2Cl)n1-c1ccccc1 ?
KCNQ1 pot: inactive; KCNK3 inh: inactive; MrgX1 allo act: inactive; hERG rescue: -8; RGS4 inh: inactive; KCNQ1 block: inactive; TMEM16A act: inactive; RGS4 act: inactive; MrgX1 ag: inactive; ANO1 block: inactive; KCNK9 inh: inactive

Results for Cc1ccc(S(=O)(=O)N2CCOCC2)cc1C(=O)OCC(=O)Nc1ccc2[nH]c(=O)[nH]c2c1 ?
KCNQ1 pot: inactive; KCNK3 inh: inactive; MrgX1 allo act: inactive; hERG rescue: -12; RGS4 inh: inactive; KCNQ1 block: inactive; TMEM16A act: inactive; RGS4 act: inactive; MrgX1 ag: inactive; ANO1 block: inactive; KCNK9 inh: inactive

How did CCOCCCNS(=O)(=O)c1ccccc1 do in these assays?
KCNQ1 pot: inactive; KCNK3 inh: inactive; MrgX1 allo act: inactive; hERG rescue: -5; RGS4 inh: inactive; KCNQ1 block: inactive; TMEM16A act: inactive; RGS4 act: inactive; MrgX1 ag: inactive; ANO1 block: inactive; KCNK9 inh: inactive

How did COc1ccccc1N1CCN(/N=C/C=C\c2ccco2)CC1 do in these assays?
KCNQ1 pot: inactive; KCNK3 inh: inactive; MrgX1 allo act: inactive; hERG rescue: -13; RGS4 inh: inactive; KCNQ1 block: inactive; TMEM16A act: inactive; RGS4 act: inactive; MrgX1 ag: inactive; ANO1 block: inactive; KCNK9 inh: inactive

Results for CCOC(=O)Nc1ccc2c(c1)N(C(=O)CCN1CCN(C)CC1)c1ccccc1S2 ?
KCNQ1 pot: inactive; KCNK3 inh: inactive; MrgX1 allo act: inactive; hERG rescue: -3; RGS4 inh: inactive; KCNQ1 block: inactive; TMEM16A act: inactive; RGS4 act: inactive; MrgX1 ag: inactive; ANO1 block: inactive; KCNK9 inh: inactive

Results for CC(Nc1nc2ccccc2n2cnnc12)c1ccccc1 (stereo not drawn) ?
KCNQ1 pot: inactive; KCNK3 inh: inactive; MrgX1 allo act: inactive; hERG rescue: -18; RGS4 inh: inactive; KCNQ1 block: inactive; TMEM16A act: inactive; RGS4 act: inactive; MrgX1 ag: inactive; ANO1 block: inactive; KCNK9 inh: inactive

What do the screens show for `CC(/C=N/NC(=O)c1cc(C2CC2)[nH]n1)=C\c1ccccc1`?
KCNQ1 pot: inactive; KCNK3 inh: inactive; MrgX1 allo act: inactive; hERG rescue: -9; RGS4 inh: inactive; KCNQ1 block: inactive; TMEM16A act: inactive; RGS4 act: inactive; MrgX1 ag: inactive; ANO1 block: inactive; KCNK9 inh: inactive

What do the screens show for `CCOC(=O)c1cnc(SCc2ccccc2)nc1N`?
KCNQ1 pot: inactive; KCNK3 inh: inactive; MrgX1 allo act: inactive; hERG rescue: -5; RGS4 inh: inactive; KCNQ1 block: inactive; TMEM16A act: inactive; RGS4 act: inactive; MrgX1 ag: inactive; ANO1 block: inactive; KCNK9 inh: inactive

What do the screens show for `O=C(CN1C(=O)C2C3C=CC(C3)C2C1=O)NCCc1ccccc1Cl` (stereo not drawn)?
KCNQ1 pot: inactive; KCNK3 inh: inactive; MrgX1 allo act: inactive; hERG rescue: -7; RGS4 inh: inactive; KCNQ1 block: inactive; TMEM16A act: inactive; RGS4 act: inactive; MrgX1 ag: inactive; ANO1 block: inactive; KCNK9 inh: inactive

What do the screens show for `CCSc1nnc(CNC(=O)C23CC4CC(CC(C4)C2)C3)n1C1CCCCC1`?
KCNQ1 pot: inactive; KCNK3 inh: inactive; MrgX1 allo act: inactive; hERG rescue: -7; RGS4 inh: inactive; KCNQ1 block: inactive; TMEM16A act: inactive; RGS4 act: inactive; MrgX1 ag: inactive; ANO1 block: inactive; KCNK9 inh: inactive

How did OCCN1CCN(c2ncnc3c2c(-c2ccccc2)cn3-c2ccc(F)cc2)CC1 do in these assays?
KCNQ1 pot: inactive; KCNK3 inh: inactive; MrgX1 allo act: inactive; hERG rescue: -10; RGS4 inh: inactive; KCNQ1 block: inactive; TMEM16A act: inactive; RGS4 act: inactive; MrgX1 ag: inactive; ANO1 block: inactive; KCNK9 inh: inactive

Results for CSCCC(NC(=O)c1ccco1)C(=O)Nc1ccncc1 (stereo not drawn) ?
KCNQ1 pot: inactive; KCNK3 inh: inactive; MrgX1 allo act: inactive; hERG rescue: -8; RGS4 inh: inactive; KCNQ1 block: inactive; TMEM16A act: inactive; RGS4 act: inactive; MrgX1 ag: inactive; ANO1 block: inactive; KCNK9 inh: inactive

Results for CC1(C(=O)Nc2cccc(C(F)(F)F)c2)CO1 (stereo not drawn) ?
KCNQ1 pot: inactive; MrgX1 allo act: inactive; hERG rescue: -11; RGS4 inh: inactive; KCNQ1 block: inactive; RGS4 act: inactive; MrgX1 ag: inactive; ANO1 block: inactive; KCNK9 inh: inactive

Results for Cc1cccc(Oc2nc(-c3ccncc3)nc3ccccc23)c1 ?
KCNQ1 pot: inactive; KCNK3 inh: inactive; MrgX1 allo act: inactive; hERG rescue: -4; RGS4 inh: inactive; KCNQ1 block: inactive; TMEM16A act: inactive; RGS4 act: inactive; MrgX1 ag: inactive; ANO1 block: inactive; KCNK9 inh: inactive

How did Cc1ccc(C)c(S(=O)(=O)N2CCCC2CNC(=O)C(=O)NC2CCCC2)c1 (stereo not drawn) do in these assays?
KCNQ1 pot: inactive; KCNK3 inh: inactive; MrgX1 allo act: inactive; hERG rescue: -7; RGS4 inh: inactive; KCNQ1 block: inactive; TMEM16A act: inactive; RGS4 act: inactive; MrgX1 ag: inactive; ANO1 block: inactive; KCNK9 inh: inactive

What do the screens show for `O=c1c(Cl)c(NCCCO)cnn1-c1nc2ccccc2[nH]1`?
KCNQ1 pot: inactive; KCNK3 inh: inactive; MrgX1 allo act: inactive; hERG rescue: -19; RGS4 inh: inactive; KCNQ1 block: inactive; TMEM16A act: inactive; RGS4 act: inactive; MrgX1 ag: inactive; ANO1 block: inactive; KCNK9 inh: inactive

How did O=C(N/N=C/c1ccncc1)C1CC1(c1ccccc1)c1ccccc1 (stereo not drawn) do in these assays?
KCNQ1 pot: inactive; KCNK3 inh: inactive; MrgX1 allo act: inactive; hERG rescue: -7; RGS4 inh: inactive; KCNQ1 block: inactive; TMEM16A act: inactive; RGS4 act: inactive; MrgX1 ag: inactive; ANO1 block: inactive; KCNK9 inh: inactive

Results for N/C(=N\OS(=O)(=O)c1ccc(Br)cc1)c1ccncc1 ?
KCNQ1 pot: inactive; KCNK3 inh: inactive; MrgX1 allo act: inactive; hERG rescue: -12; RGS4 inh: inactive; KCNQ1 block: inactive; TMEM16A act: inactive; RGS4 act: inactive; MrgX1 ag: inactive; ANO1 block: inactive; KCNK9 inh: inactive

From PubChem BioAssay
